M4 ag: human M4 muscarinic receptor agonists, primary screen, CHO-K1 cells, Fluo-8 calcium fluorescence; Muscarinic acetylcholine receptor M4 (Homo sapiens), P08173; CHO-K1 hM4/Gqi5; vehicle 0%, full acetylcholine response 100%; activation, % at 3 µM; 360,000 tested, 0.14% active; AID 624127, 2012;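 active = activation above the run mean over all test wells plus 3 SD, cut at about 32% in these data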;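 also: peak over basal fluorescence ratio per well then scaled between controls; 0% = DMSO wells and 100% = acetylcholine at EC100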
Target sequence (P08173 whole entry, looked up): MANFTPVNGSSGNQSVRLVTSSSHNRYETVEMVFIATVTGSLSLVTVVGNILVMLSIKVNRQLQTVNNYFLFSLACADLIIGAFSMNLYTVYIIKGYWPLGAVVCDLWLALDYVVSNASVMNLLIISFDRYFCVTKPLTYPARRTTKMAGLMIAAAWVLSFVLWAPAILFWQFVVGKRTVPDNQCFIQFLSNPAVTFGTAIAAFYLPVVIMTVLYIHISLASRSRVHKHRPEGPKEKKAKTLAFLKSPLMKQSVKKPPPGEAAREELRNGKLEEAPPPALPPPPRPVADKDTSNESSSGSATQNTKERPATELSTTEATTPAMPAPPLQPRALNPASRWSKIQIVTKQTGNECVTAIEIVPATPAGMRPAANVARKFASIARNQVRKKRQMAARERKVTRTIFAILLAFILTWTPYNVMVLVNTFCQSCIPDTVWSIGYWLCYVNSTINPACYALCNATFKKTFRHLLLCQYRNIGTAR
CRFBP-R2 agonist: agonists of CRF-BP/CRF-R2 complex, primary screen, cell-based, HEK293, calcium dye fluorescence, uHTS. CRF-binding protein / CRF receptor 2 complex (human). calcium dye fluorescence (FLIPR); percent of saturating CRF peptide response. activation, % at 13.2 µM. 350,000 tested, 0.46% active. AID 588473, 2011;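 active = activation of at least 50%, plus an integration ratio under a set limit after plate pattern correction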;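 also: plate controls were neutral control wells without compound for no effect and CRF at EC100 for full effect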
CHRM5 agonist: human M5 muscarinic receptor agonists, primary screen, CHO-K1 cells, Fluo-8 calcium fluorescence; Muscarinic acetylcholine receptor M5 (Homo sapiens), P08912; CHO-K1 hM5 cells; 0% DMSO wells, 100% maximal acetylcholine response; activation, % at 3 µM; 360,000 tested, 0.19% active;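 active = activation above the run's mean over test compounds plus 3 SD, cut at about 23% in these data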;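 also: signal is peak over basal fluorescence ratio across the kinetic read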
Target sequence (P08912 whole entry, looked up): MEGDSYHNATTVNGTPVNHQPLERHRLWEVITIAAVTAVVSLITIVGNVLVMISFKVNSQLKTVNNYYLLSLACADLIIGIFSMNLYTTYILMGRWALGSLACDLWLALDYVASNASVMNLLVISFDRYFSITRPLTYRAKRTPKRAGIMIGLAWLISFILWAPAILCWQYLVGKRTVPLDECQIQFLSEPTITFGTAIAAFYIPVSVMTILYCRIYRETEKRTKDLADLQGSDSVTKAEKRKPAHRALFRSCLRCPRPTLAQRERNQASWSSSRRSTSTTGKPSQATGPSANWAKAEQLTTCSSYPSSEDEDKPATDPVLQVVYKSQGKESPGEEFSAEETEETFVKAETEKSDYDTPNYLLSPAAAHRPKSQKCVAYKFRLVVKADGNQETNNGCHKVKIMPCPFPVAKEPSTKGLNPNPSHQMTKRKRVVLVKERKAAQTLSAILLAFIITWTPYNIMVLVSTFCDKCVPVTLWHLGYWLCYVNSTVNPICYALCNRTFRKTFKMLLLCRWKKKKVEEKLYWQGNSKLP
M5 antag: human M5 muscarinic receptor antagonists, primary screen, CHO cells, Fluo-8 calcium fluorescence. inhibition, % at 3 µM. 360,000 tested, 0.59% active. CHO-hM5 cells, ACh EC80. Muscarinic acetylcholine receptor M5 (Homo sapiens), P08912. AID 624040, 2012;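 active = inhibition above a per-plate cutoff, the mean of that plate's test compounds plus 3 SD, cut at about 27% in these data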;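 also: 0% = acetylcholine EC80 with DMSO and 100% = DMSO without agonist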
CRFBP-R2 block: antagonists of CRF-BP/CRF-R2 complex, primary screen, cell-based, HEK293, calcium dye fluorescence, uHTS. inhibition, % at 11.8 µM. 350,000 tested, 0.59% active. CRF-induced calcium fluorescence;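 active = inhibition of the ligand-induced calcium signal above about 50% at the single tested concentration, limit read from the data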
M5 PAM: human M5 muscarinic receptor positive allosteric modulators, primary screen, CHO-K1 cells, Fluo-8 calcium fluorescence. activation, % at 3 µM. CHO-K1 hM5, ACh EC20 PAM; 0% = ACh EC20, 100% = ACh EC100. 360,000 tested, 0.3% active. AID 624038, 2012. Muscarinic acetylcholine receptor M5 (Homo sapiens), P08912;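 active = activation above the run cutoff, the mean activation of all test compounds plus 3 SD, cut at about 18% in these data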
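System: CHO-K1 cell line with stable human muscarinic M5 receptor expression | Also added: EC20 acetylcholine as agonist stimulus | Compound: One concentration, 3 µM final (nominal) | Timing: Fluo-8 loading 80 min at 37 °C plus 30 min room temperature | Measured by: Fluo-8 calcium dye fluorescence, kinetic read | Read-out basis: % activation, ACh-normalized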
M4 antag: human M4 muscarinic receptor antagonists, primary screen, CHO cells, Fluo-8 calcium fluorescence; Muscarinic acetylcholine receptor M4 (Homo sapiens), P08173; CHO-hM4 cells, ACh EC80; inhibition, % at 3 µM; 360,000 tested, 0.73% active;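 active = inhibition above its plate's cutoff, the mean inhibition of sample wells plus 3 SD, cut at about 27% in these data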;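 also: 0% = acetylcholine EC80 with DMSO and 100% = DMSO without agonist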
M4 PAM: human M4 muscarinic receptor positive allosteric modulators, primary screen, CHO-K1 cells, Fluo-8 calcium fluorescence | Muscarinic acetylcholine receptor M4 (Homo sapiens), P08173 | CHO-K1 hM4/Gqi5, ACh EC20; 0% = ACh EC20, 100% = maximal ACh | activation, % at 3 µM | 360,000 tested, 0.4% active | AID 624126, 2012;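 active = activation above its plate's cutoff, the mean activation of sample wells plus 3 SD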; also: some results filed as inactive read as strong as hits
M1 PAM: human M1 muscarinic receptor positive allosteric modulators, primary screen, CHO-K1 cells, Fluo-8 calcium fluorescence, 1536-well; CHO-K1 hM1, ACh EC20; 0% = ACh EC20, 100% = maximal ACh; activation, % at 3 µM; Muscarinic acetylcholine receptor M1 (Homo sapiens), P11229; 360,000 tested, 0.088% active; in the data active = activation above about 19%, passing the limit was not always enough
The depositor's hits bear a star; · = not tested or not shown. Hits appear at their usual frequency; overall some 2.6% were active at least once.

SMILES	M4 ag	CRFBP-R2 agonist	CHRM5 agonist	M5 antag	CRFBP-R2 block	M5 PAM	M4 antag	M4 PAM	M1 PAM
O=c1[nH]ncc2c3ccccc3n(Cc3ccc(F)cc3)c12	0	2.1	0	1	-64	1	-5	5	9
COc1ccc(N2CCN(C(C)C(=O)N3CCCC3)CC2)cc1 (configuration not stated)	2	-0.7	0	-6	2	7	-3	4	10
C[C@H](CO)N1C[C@H](C)[C@@H](CN(C)CC2CCCCC2)Oc2c(NS(=O)(=O)c3ccc(F)cc3)cccc2C1=O	2	0.5	-1	2	0	-5	-8	8	5
CCN(C(=O)c1c(C)cc(=O)oc1C)c1ccc2c(c1)OCO2	1	-1.0	2	0	-16	4	11	-5	8
CC1CCN(C(=O)CC(NC(=O)c2ccccc2Cl)c2ccccc2)CC1 (configuration not stated)	2	0.1	-2	4	-8	-4	-9	-1	-1
Cc1ccc(N=Cc2c(O)n(C)c(=O)n(C)c2=O)nc1	1	-4.2	1	2	20	0	-8	5	-1
O=C(Nc1ccc(Nc2ccccc2)cc1)c1ccccc1F	10	0.5	5	0	3	-3	-6	-2	1
COc1nc(NCCO)nc(Nc2ccccc2F)n1	1	-1.2	-1	-6	21	-9	-1	3	9
O=C(NNC1=Nc2cc([N+](=O)[O-])ccc2OC1)c1ccccc1Cl	1	-1.8	-2	3	-4	-7	-2	1	1
CC1(c2cccc(Br)c2)NC(=O)N(CC(=O)c2ccc3c(c2)OCO3)C1=O (configuration not stated)	6	0.1	2	4	0	-6	-1	-4	0
COc1ccc(/C=N/NC(=O)c2cccs2)c2ccccc12	0	0.3	-2	-2	-23	-1	4	-16	0
CC(O)CNc1nc2c(c(=O)n(Cc3ccccc3)c(=O)n2C)n1C (configuration not stated)	11	-2.9	1	5	8	-6	-13	3	6
Cc1ccccc1S(=O)(=O)NC(=O)C1(C)CCN1C(=O)Cc1ccccc1Cl (configuration not stated)	0	·	-1	1	·	-6	-18	6	7
COc1c(C)cc(Br)cc1C(=O)Nc1ccccc1C	-1	-4.8	-12	4	-27	-3	2	-8	0
CCn1nnc(C(=O)O)c1C(=O)O	0	-2.3	1	-2	-13	2	1	6	11

In another format: 2 of the compounds above
| SMILES | M4 ag | CRFBP-R2 agonist | CHRM5 agonist | M5 antag | CRFBP-R2 block | M5 PAM | M4 antag | M4 PAM | M1 PAM |
| --- | --- | --- | --- | --- | --- | --- | --- | --- | --- |
| COc1ccc(N2CCN(C(C)C(=O)N3CCCC3)CC2)cc1 (configuration not stated) | 2 | -0.7 | 0 | -6 | 2 | 7 | -3 | 4 | 10 |
| O=C(NNC1=Nc2cc([N+](=O)[O-])ccc2OC1)c1ccccc1Cl | 1 | -1.8 | -2 | 3 | -4 | -7 | -2 | 1 | 1 |

The list continues:
SMILES	M4 ag	CRFBP-R2 agonist	CHRM5 agonist	M5 antag	CRFBP-R2 block	M5 PAM	M4 antag	M4 PAM	M1 PAM
CC(C)Oc1ccc(C2CC(=O)N(c3cccc(C(=O)O)c3)C2=O)cc1 (configuration not stated)	1	1.6	-4	-2	-9	-8	6	-1	2
CCOC(=O)c1c(C)n(C)c2cc([N+](=O)[O-])c(O)c([N+](=O)[O-])c12	0	-1.1	-1	1	11	-1	1	-8	4
O=C(O)c1ccc(N=NNc2cccc([N+](=O)[O-])c2)cc1	1	-1.5	9	-6	4	2	-9	7	15
O=C(COc1ccc([N+](=O)[O-])cc1)NCCC1=CCCCC1	-1	0.1	-5	-4	13	-4	8	-8	3
COCCn1nnnc1CN(CCc1ccccc1)Cc1cc2ccc(C)cc2[nH]c1=O	2	11	0	-1	4	-4	-11	-2	0
COCCN=c1scc(C)n1/N=C/C1CC2C=CC1C2 (configuration not stated)	0	0.6	-2	-7	1	-2	-10	-3	2
Cc1cccc(NC(=O)C2CC(=O)N(c3ccccc3)C2)c1C (configuration not stated)	1	-0.8	-2	-5	-4	-12	-6	-2	4
CC(NS(C)(=O)=O)C(c1cccs1)N1CCN(C)CC1 (configuration not stated)	1	2.7	-8	-4	-12	4	2	2	7
CC(=O)Nc1ccc(S(=O)(=O)Nc2nc3ccccc3nc2Sc2nncn2C)cc1	2	15	2	0	22	0	1	2	6
O=C(c1ccco1)N1CCN(S(=O)(=O)c2ccc(C3CCCCC3)cc2)CC1	5	2.7	1	7	3	-23	-2	-6	-1
COCCNc1oc(/C=C/c2cccs2)nc1S(=O)(=O)c1ccccc1	3	-0.6	-2	1	18	-1	2	0	2
O=C(CNC(=O)c1ccc(Br)cc1)c1ccc(Br)cc1	0	-1.2	-3	3	4	4	2	-2	9
Cc1c(Br)c([N+](=O)[O-])nn1CC(=O)Nc1sc2c(c1C(=O)OC(C)C)CCCC2	0	-1.1	-7	-5	14	7	7	9	8
CC(C)Cc1csc(NC(=O)C(C)C)c1C(=O)O	0	-1.2	2	13	5	-4	0	0	4
CCOC(=O)c1cc(S(=O)(=O)N2CCN(C3CCCCC3)CC2)cn1C	2	0.7	-3	11	0	2	-4	-2	7

An excerpt from above in order of the CRFBP-R2 agonist value, highest first.
smiles | M4 ag | CRFBP-R2 agonist | CHRM5 agonist | M5 antag | CRFBP-R2 block | M4 antag | M4 PAM | M1 PAM
COCCn1nnnc1CN(CCc1ccccc1)Cc1cc2ccc(C)cc2[nH]c1=O | 2 | 11 | 0 | -1 | 4 | -11 | -2 | 0
CC(NS(C)(=O)=O)C(c1cccs1)N1CCN(C)CC1 (configuration not stated) | 1 | 2.7 | -8 | -4 | -12 | 2 | 2 | 7
COCCN=c1scc(C)n1/N=C/C1CC2C=CC1C2 (configuration not stated) | 0 | 0.6 | -2 | -7 | 1 | -10 | -3 | 2

(cont.)
SMILES	M4 ag	CRFBP-R2 agonist	CHRM5 agonist	M5 antag	CRFBP-R2 block	M5 PAM	M4 antag	M4 PAM	M1 PAM
O=c1cc2c(nn1Cc1cccc(Cl)c1)-c1ccccc1CC2	-1	-1.2	-9	-2	1	2	3	-2	-8
COC(=O)c1nc2ccc(C)cn2c1F	-1	0.4	2	5	6	2	-4	8	13
O=C(NCc1ccccc1F)c1ccc(S(=O)(=O)NCc2ccco2)cc1	2	-1.7	0	7	4	-3	4	3	6
Cn1cnnc1SCCOc1ccc(Cl)cc1	1	0.7	-8	0	-2	5	-10	5	4
COc1cc(OC)cc(C(=O)N2CCN(C3CCC(C)CC3)CC2)c1 (configuration not stated)	1	-1.8	-21	-6	-2	8	2	-7	-20
CCn1cc(C(=O)N2CC=C(c3ccccc3)CC2)c(=O)c2ccc(C)nc21	-1	1.2	-5	3	0	1	3	10	3
COc1cc(NC(=O)Cn2c(-c3cncs3)nc3ccccc32)cc(OC)c1OC	1	-1.7	-1	0	-10	-3	-19	11	4
C[C@H](CO)N1C[C@H](C)[C@@H](CN(C)C(=O)Nc2ccc(C(F)(F)F)cc2)Oc2ccc(NC(=O)Cc3ccccc3)cc2C1=O	2	-0.1	-1	11	-3	-4	0	8	-3
O=C(Cn1cc2c(n1)CCCC2)N1CCOCC1	1	0.0	2	-5	8	2	-7	5	8
Nc1cc(C(F)(F)F)cc([N+](=O)[O-])c1N	2	-4.4	-4	8	11	-4	6	-3	1
Cc1ccc2nc(NC(=O)CN3C(=O)NC4(CCCC4)C3=O)sc2c1	2	0.6	0	13	-12	-4	6	-5	-1
C/C(Cn1nc([N+](=O)[O-])cc1C)=N\NC(=O)c1ccc(C(C)(C)C)cc1	2	-0.2	1	3	-6	-6	14	22	17
Nc1c(S(=O)(=O)c2ccccc2)nnn1-c1ccccc1	0	-0.2	1	-3	0	-3	17	-8	5
CCC(C(=O)N1CCC(N2CCCCC2)CC1)n1nc(C)c2sc3ccccc3c2c1=O (configuration not stated)	0	0.9	-3	2	-9	5	7	-1	3
Cc1n[nH]c(C)c1CN(C)C(=O)C1CCC(=O)N(CCc2cccc(F)c2)C1 (configuration not stated)	1	2.5	-5	6	-19	1	-4	7	16

Entries of single compounds, quoted from the list. Order of screens: M4 ag | CRFBP-R2 agonist | CHRM5 agonist | M5 antag | CRFBP-R2 block | M5 PAM | M4 antag | M4 PAM | M1 PAM
CCN(C(=O)c1c(C)cc(=O)oc1C)c1ccc2c(c1)OCO2 is listed with 1 | -1.0 | 2 | 0 | -16 | 4 | 11 | -5 | 8
O=C(NNC1=Nc2cc([N+](=O)[O-])ccc2OC1)c1ccccc1Cl is listed with 1 | -1.8 | -2 | 3 | -4 | -7 | -2 | 1 | 1

(more compounds)
SMILES	M4 ag	CRFBP-R2 agonist	CHRM5 agonist	M5 antag	CRFBP-R2 block	M5 PAM	M4 antag	M4 PAM	M1 PAM
CC(C(=O)OCC(=O)NC1CCCC1)N1C(=O)c2ccccc2C1=O (configuration not stated)	1	-1.8	7	10	-6	-2	-1	4	3
O=C(c1ccc(F)cc1)C(C(=O)N1CCCCC1)n1ccccc1=O (configuration not stated)	1	9.8	2	8	-4	8	2	1	12
CC(NS(=O)(=O)c1ccc2c(c1)CC(C)N2C(=O)C1CC1)c1ccccc1 (configuration not stated)	6	-0.4	2	12	19	-8	2	-4	5
Cc1cccc(C)c1NC(=O)C1(C)CSCC(=O)N1Cc1cccc(F)c1 (configuration not stated)	2	·	0	11	·	-10	1	6	·
COC(=O)c1ccc([N+](=O)[O-])c(CS(=O)(=O)c2ccc(Cl)cc2)c1	1	-2.5	-10	5	12	-7	5	-7	6
COc1ccc2nc(SCC(=O)Nc3ccc(S(=O)(=O)Nc4nccc(C)n4)cc3)[nH]c2c1	1	0.3	4	14	-9	2	35*	23	3
COc1cc(OC)cc(-c2nc3ccccc3c(=O)n2OC(=O)c2ccccc2C)c1	-1	2.0	-5	4	16	-3	11	-4	-4
O=C(c1cc2cc(Br)ccc2s1)N1CCOCC1	2	-1.2	3	6	10	4	-5	6	12
CCOc1ccc(N(CC)C(=O)c2nn(-c3ccc(OC)cc3)c(=O)c3c2c2ccccc2n3C)cc1	0	-0.1	-6	-3	18	-2	0	3	13
Cn1cccc1/C=C1\SC(=O)N(c2ccc(O)cc2)C1=O	4	-1.4	4	7	-3	-11	-2	10	-4
O=C(CSC1=NS(=O)(=O)c2cc(Cl)ccc2N1)NCc1ccccc1	-1	-0.9	4	-2	18	5	0	4	0

2 compounds drawn at random from the list so far:
SMILES	M4 ag	CRFBP-R2 agonist	CHRM5 agonist	M5 antag	CRFBP-R2 block	M5 PAM	M4 antag	M4 PAM	M1 PAM
COc1nc(NCCO)nc(Nc2ccccc2F)n1	1	-1.2	-1	-6	21	-9	-1	3	9
Nc1cc(C(F)(F)F)cc([N+](=O)[O-])c1N	2	-4.4	-4	8	11	-4	6	-3	1

Screening results as filed in PubChem.
